# H37Rv inhibition = M. tuberculosis growth inhibition, HTS (AID 449762). M. tuberculosis H37Rv growth inhibition, 7H9 media; higher % means a stronger effect. inhibition, % at 25 µM, or IC50 in µM where a hit was titrated. hit rate 0.59% among 330,000; in the data active = a potency from the dose series; inconclusive = inhibition above about 70% without an active follow-up result;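 also: bacterial growth assessed after seven days of incubation; strong numbers were not always called active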
# influenza NS1A = NS1A inhibition, H1N1 influenza, cell based functional assay (AID 504329); NS1A functional cell-based assay, percent inhibition; higher % means a stronger effect; one-dose inhibition, % at 12.5 µM; IC50 in µM for titrated hits; hit rate 0.3% among 340,000; in the data active = a potency from the dose series; inconclusive = inhibition above about 27% without an active follow-up result; also: strong numbers were not always called active
# inhibitors of VEEV = inhibitors of VEEV TC-83 cytopathic effect, confirmation, Vero cells (AID 588727) | Vero cells, VEEV TC-83 cytopathic effect inhibition; higher % means a stronger effect | one-dose inhibition, % at 20 µM; IC50 in µM for titrated hits | hit rate 0.13% among 350,000; in the data active = a potency from the dose series; inconclusive = inhibition mostly from about 14% at the one dose, without a potency; inactive = the rest, 99 in 100 with inhibition below about 12%; also: strong numbers were not always called active
# PhoP GFP inhibition = Inhibition of PhoP regulon, Salmonella typhi GFP reporter cells, confirmation, 4 h (AID 1850); Salmonella Typhi PhoP-promoter GFP reporter, fluorescence, 4 h; higher % means a stronger effect; inhibition, % at 50 µM; hits with a dose series show IC50 in µM; hit rate 0.33% among 310,000; in the data active = a potency from the dose series; inconclusive = inhibition mostly from about 25% at the one dose, without a potency; inactive = the rest, 99 in 100 with inhibition below about 19%;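 also: 0% = induced wells with vehicle and 100% = uninduced wells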
# M. tuberculosis = growth inhibition of non-replicating M. tuberculosis (AID 488890) | Mycobacterium tuberculosis non-replicating, growth inhibition; higher % means a stronger effect | hit rate 0.39% among 320,000 | inhibition, % at 25 µM, or IC50 in µM where a hit was titrated; in the data active = a potency from the dose series; inconclusive = inhibition mostly from about 82% at the one dose, without a potency; inactive = the rest, 99 in 100 with inhibition below about 76%;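 also: plate controls were DMSO cells for no effect and high antibiotic wells for full effect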
# inhibitors of VEEV 10K pilot screen = recorded beside inhibitors of VEEV, whose call it bears; inhibition, %; measured here: 10K pilot screen inhibition
# Active calls of the source: *; i = inactive; ? = inconclusive; . = no result given. An unsorted share of the library. Share with any hit: about 1.5%.
SMILES,H37Rv inhibition,influenza NS1A,inhibitors of VEEV,PhoP GFP inhibition,M. tuberculosis,others
COc1ccc(C(C)=O)c(Oc2cc(NN3CCCCC3)c([N+](=O)[O-])cc2[N+](=O)[O-])c1,-3.4%,13.2%,0.2%,-1.7%,-24.4%,inhibitors of VEEV 10K pilot screen=2.2
CCOc1ccc(NC(=O)C2CCCN2S(=O)(=O)c2ccc3c(c2)C(C)(C)C(=O)N3C)cc1 (stereo not drawn),-10.7%,-7.9%,1.7%,.,27.2%,
OCCCc1nc2n(n1)C(c1cccs1)C=C(c1ccc(Br)cc1)N2 (stereo not drawn),2.2%,.,.,-198.9%,.,
CN(CC(=O)Nc1ccc(F)cc1)C(=O)C1CC(=O)N(Cc2ccccc2)C1 (stereo not drawn),-14.3%,-6.2%,4.6%,-1.0%,-9.9%,
COc1ccc(S(=O)(=O)NNC(=O)C23CC4CC(CC(C4)C2)C3)cc1[N+](=O)[O-],4.4%,-2.6%,6.1%,-4.0%,45.2%,
Cc1ccc(S(=O)(=O)/N=C(/Nc2c(C)cccc2C)c2ccccc2)cc1,-11.0%,-3.2%,2.6%,.,1.4%,
CCN1C(=O)C(CC(=O)Nc2ccc(C)cc2C)Nc2cc(S(=O)(=O)N(C)C)ccc21 (stereo not drawn),-0.1%,9.5%,8.7%,-18.4%,27.3%,
Cc1cccn2c(=O)c(C=O)c(N3CCCCC3)nc12,21.2%,3.5%,i,7.1%,-1.8%,
O=C(CSC1=Nc2ccccc2C2=NC(c3ccccc3)C(=O)N12)NC1CCCCC1 (stereo not drawn),0.66µM*,-12.0%,7.3%,-12.8%,?,
CSc1nc(N2CCN(C)CC2)c2ccccc2n1,3.0%,-7.0%,i,3.6%,1.6%,
COc1cccc(C2N(c3ccccc3)CCN2c2ccccc2)c1OC,9.8%,0.9%,2.9%,-18.2%,15.0%,
CC(=O)OCC=C1CCC2C3CC(C)C4=CC(=O)CCC4(C)C3C(O)CC12C (stereo not drawn),.,7.3%,1.1%,.,.,
CCc1noc(C)c1C(=O)N1CCCSC1=Nc1ccccc1OC,-1.8%,-3.3%,1.6%,6.5%,8.5%,
O=C(NC1CCCCC1)c1ccc2c(c1)OCCO2,-2.3%,-9.5%,0.5%,6.4%,18.2%,
CSCCC(NC(=O)c1ccccc1)C(=O)NCCc1ccccc1 (stereo not drawn),2.1%,-6.5%,1.2%,12.0%,-12.8%,
Cn1cnc(S(=O)(=O)NCc2ccccc2)c1,-2.8%,-5.2%,0.7%,-3.1%,-6.8%,
NS(=O)(=O)c1ccc(NN=C2CCCCC2)c([N+](=O)[O-])c1,6.3%,13.2%,i,-5.3%,-6.6%,
CCOc1cc(N2CCOCC2)c(OCC)cc1NC(=O)COC(=O)c1ccccc1C,20.0%,-15.1%,2.3%,-5.9%,26.0%,
O=C(CN1CCN(S(=O)(=O)c2ccc(Cl)c(Cl)c2)CC1)N1CCCC1,-6.1%,-4.6%,2.1%,.,18.3%,
O=C(CSc1ncnc2c1oc1ccccc12)NCc1ccc(F)cc1,-2.9%,3.7%,0.5%,.,7.7%,
FC(F)(F)c1cnc(-n2cc[nH]c2=S)c(Cl)c1,2.7%,-6.8%,2.1%,7.9%,-2.4%,
CC(=O)N1c2ccccc2C(C)(C)C2CCC(C)CC21 (stereo not drawn),-0.1%,4.0%,i,-8.2%,5.7%,
Cc1ccc(C(=O)NC(=S)NNC(=O)CCN2CCOCC2)cc1,10.4%,5.2%,0.0%,22.7%,28.8%,
COc1ccc(Nc2nc(C)cc(C)c2C(N)=O)cc1,8.1%,-1.0%,2.6%,-6.0%,-12.8%,
CC1CCc2c(sc(NC(=O)COC(=O)c3ccc(O)cc3)c2C#N)C1 (stereo not drawn),26.7%,11.5%,0.8%,-23.3%,23.8%,
COC(=O)COc1ccc(S(=O)(=O)NCc2ccccn2)cc1,-4.7%,-18.5%,0.6%,1.4%,-0.3%,
O=C(NC1CC1)c1cc(-c2ccco2)nc2ccccc12,.,18.2%,1.0%,.,.,
NS(=O)(=O)c1ccc(NC(=O)Cc2cccs2)cc1,-4.3%,0.2%,0.8%,-2.8%,3.9%,
CCn1c(CCCOc2ccc(Cl)cc2Cl)n[nH]c1=S,-14.2%,8.4%,0.7%,10.2%,-8.1%,
COCCNC(=O)CNC(=S)N(CCCN1CCOCC1)Cc1cccs1,2.8%,3.7%,0.2%,-2.0%,-1.8%,
CCCCN(C(=O)CCC(=O)Nc1cc(C)on1)C(C(=O)NC1CCCC1)c1ccc(OC)cc1 (stereo not drawn),6.1%,8.6%,i,1.1%,5.1%,
COC(=O)c1ccc(COC(=O)Cc2n[nH]c(=O)c3ccccc23)cc1,8.0%,3.4%,0.2%,-9.1%,4.8%,
O=C(NCCc1ccccc1)c1cccc(N2CCCC2=O)c1,5.5%,7.4%,1.1%,5.1%,-9.2%,
CN(CCOc1ccc(Cl)cc1)C(=O)c1cc(-c2ccco2)nc2ccccc12,-6.0%,-9.3%,9.8%,5.5%,-16.0%,
CSc1nc(-c2ccccc2)nc(SC)c1C(C)=O,-4.3%,0.3%,i,2.6%,52.8%,
Cc1noc(C)c1C(c1ccccc1)c1ccccc1,-6.2%,4.1%,i,-1.7%,3.7%,
Cc1nc2ncnn2c(N2CCN(C(=O)c3cccc(F)c3)CC2)c1C,-1.5%,10.4%,0.5%,-5.2%,-6.9%,
CCOc1ccc(-c2nn(-c3ccccc3)cc2/C=C2\SC(=S)N(C3CCS(=O)(=O)C3)C2=O)cc1 (stereo not drawn),-5.5%,0.6%,6.5%,-19.6%,1.8%,
COC(=O)C1=C(C(=O)OC)[C@@H]2N(C)c3ccc(OC)cc3[C@@]23C[C@@H](C(=O)OC)N(C(=O)NC2CCCCC2)C3=N1,0.2%,11.1%,1.0%,-8.9%,40.1%,
CCCN1CCN(C(=S)Nc2ccc(SC(F)F)cc2)CC1,5.0%,6.8%,1.3%,3.2%,6.2%,
O=C(COc1ncnc2ccc(Br)cc12)NCc1ccc2c(c1)OCO2,-2.4%,0.5%,7.0%,-2.9%,7.5%,inhibitors of VEEV 10K pilot screen=13.2
COc1ccc(CCNC(=O)COC(=O)c2cc(S(=O)(=O)N3CCCC3)ccc2O)cc1,0.0%,-7.2%,0.5%,.,14.9%,
COc1ccc(-n2c(Cc3cccn3C)nnc2SCC(=O)Nc2ccc3c(c2)OCCO3)cc1,-0.5%,2.8%,4.4%,4.0%,2.8%,
Cc1ccccc1CN1CCN(C(=O)c2cc(-c3ccncc3)nc3ccccc23)CC1,12.1%,-1.2%,3.9%,-3.5%,9.0%,
Fc1ccc(-n2cc(CNCCc3ccccn3)c(-c3ccccc3Cl)n2)cc1,?,9.5%,i,1.6%,?,
NS(=O)(=O)c1ccc(N/C=C/C(=O)c2ccc(Br)cc2)cc1,4.6%,0.1%,0.2%,4.7%,8.0%,
CCc1ccc(NC(=O)CSC2=C(C#N)C(c3ccco3)C3=C(CCCC3=O)N2)cc1 (stereo not drawn),12.1%,3.4%,5.2%,0.6%,35.2%,
COC1=CC(=O)CC(C)C12Oc1cc(OC)cc(OC)c1C2=O (stereo not drawn),-5.3%,-0.9%,0.1%,15.1%,0.3%,

# Brought forward from above: 2 entries; new compounds follow.
SMILES,H37Rv inhibition,influenza NS1A,inhibitors of VEEV,PhoP GFP inhibition,M. tuberculosis,others
CCc1ccc(NC(=O)CSC2=C(C#N)C(c3ccco3)C3=C(CCCC3=O)N2)cc1 (stereo not drawn),12.1%,3.4%,5.2%,0.6%,35.2%,
COC1=CC(=O)CC(C)C12Oc1cc(OC)cc(OC)c1C2=O (stereo not drawn),-5.3%,-0.9%,0.1%,15.1%,0.3%,
O=C(CN1CCOCC1)Nc1ccc(OC(F)(F)F)cc1,-0.5%,-8.1%,0.1%,-1.8%,-3.6%,
O=C(NCc1ccc(Cl)cc1)C1CCCN1C(=O)Nc1ccc(F)cc1 (stereo not drawn),-4.0%,3.3%,0.1%,-2.2%,-0.3%,
Fc1ccc(CNCc2ccc3c(c2)OCO3)cc1,-7.4%,2.3%,i,3.3%,14.2%,
Cn1cc(C(=O)CCl)c2ccccc21,.,-0.5%,?,.,.,
COc1ccc(/C=N/N=C2/CC(C)(C)Cc3n[nH]c(=O)cc32)cc1,2.0%,-8.4%,2.4%,-7.5%,3.0%,
CC(=O)Nc1cccc(/C(C)=N/NS(=O)(=O)c2ccc(C)cc2)c1,0.7%,-20.6%,0.7%,-4.8%,-7.5%,
CCOc1ccccc1C(=O)N(Cc1cccs1)C1CCS(=O)(=O)C1 (stereo not drawn),0.5%,5.9%,2.4%,-7.3%,3.4%,
CCN(Cc1ccncc1)C(=S)Nc1c(C)cccc1C,-0.6%,-8.1%,0.1%,-1.3%,1.8%,inhibitors of VEEV 10K pilot screen=0.6
O=C1Nc2ccccc2C(=O)N2CCCCC12 (stereo not drawn),-7.5%,0.6%,0.5%,-2.3%,-9.7%,
Cc1ccccc1NS(=O)(=O)c1ccc(C(=O)NN2CCCCC2)cc1,3.5%,-10.1%,2.9%,-8.2%,0.7%,
CCOC(=O)c1snc(C(=O)NC2CCCCC2)c1N,?,-0.7%,i,-5.5%,64.4%,
O=C(Cc1ccccc1)Nn1c(-c2ccccc2)nc2ccccc2c1=O,0.4%,9.0%,i,-0.1%,-12.7%,
COc1ccc(-c2ccc(NCCC3=CCCCC3)nn2)cc1OC,4.3%,12.4%,1.9%,0.9%,36.4%,
Cc1ccc(-c2nc3ccccc3c(=O)n2-c2ccncc2)cc1,-9.6%,1.0%,0.5%,-1.8%,-4.0%,
CSc1ccccc1NC(=O)CN(C)C(=O)c1cccc(S(=O)(=O)N(C)C)c1,-9.2%,-0.9%,1.5%,-18.8%,-5.2%,
Cc1ccc(NS(=O)(=O)c2ccc3[nH]c(=O)sc3c2)cc1,0.8%,0.0%,1.3%,-10.3%,-5.6%,
C=CCn1c(SCC(=O)Nc2nnc(CC)s2)nnc1-c1ccncc1,5.7%,8.4%,1.4%,6.8%,-30.2%,
Cc1cc(SCc2ccccc2)nc(=O)[nH]1,-6.0%,5.5%,3.1%,-1.5%,63.5%,
O=C(C[C@@H]1C/C=C/CC[C@H](Cc2ccc(F)cc2)C(=O)OC[C@@H](Cc2ccccc2)NC1=O)N[C@H](CO)Cc1ccccc1,2.2%,-15.5%,3.0%,.,70.2%,
COc1ccc(CNS(=O)(=O)CCNC(=O)c2ccccc2)cc1,-1.6%,-13.8%,1.8%,8.7%,1.4%,
CC1CN(C(=O)c2ccc(COc3ccccc3Cl)o2)CC(C)O1 (stereo not drawn),1.8%,-5.5%,0.1%,-2.8%,18.6%,
CC(=O)NC1CC2CCC(C1)N2 (stereo not drawn),-6.9%,-5.0%,2.5%,-9.2%,-5.5%,
COc1cccc(NC(=O)CN(C)C(=O)CN2C(=O)NC3(CCCC3)C2=O)c1,-2.6%,-5.9%,1.5%,0.3%,-9.9%,
Cc1ccc(C)c(N2CCN(S(=O)(=O)CC34CCC(CC3=O)C4(C)C)CC2)c1 (stereo not drawn),-4.3%,2.7%,i,-5.5%,46.6%,

# Five entries from above, arranged by SMILES length, ascending.
SMILES,H37Rv inhibition,influenza NS1A,inhibitors of VEEV,PhoP GFP inhibition,M. tuberculosis,others
COc1ccc(CNS(=O)(=O)CCNC(=O)c2ccccc2)cc1,-1.6%,-13.8%,1.8%,8.7%,1.4%,
Cc1ccc(NS(=O)(=O)c2ccc3[nH]c(=O)sc3c2)cc1,0.8%,0.0%,1.3%,-10.3%,-5.6%,
COc1cccc(NC(=O)CN(C)C(=O)CN2C(=O)NC3(CCCC3)C2=O)c1,-2.6%,-5.9%,1.5%,0.3%,-9.9%,
Cc1ccc(C)c(N2CCN(S(=O)(=O)CC34CCC(CC3=O)C4(C)C)CC2)c1 (stereo not drawn),-4.3%,2.7%,i,-5.5%,46.6%,
O=C(C[C@@H]1C/C=C/CC[C@H](Cc2ccc(F)cc2)C(=O)OC[C@@H](Cc2ccccc2)NC1=O)N[C@H](CO)Cc1ccccc1,2.2%,-15.5%,3.0%,.,70.2%,

# (cont.)
SMILES,H37Rv inhibition,influenza NS1A,inhibitors of VEEV,PhoP GFP inhibition,M. tuberculosis,others
O=C(NN=C1CCC(=NNC(=O)c2ccccn2)CC1)c1ccccn1,.,20.4%,0.2%,.,.,
COc1cc2[nH]c(C(=O)N(C)Cc3ccccc3)cc2c(OC)c1OC,4.7%,-7.4%,4.9%,-0.4%,0.6%,
CCCSC(=S)c1c(C)[nH]n(-c2ccccc2)c1=O,63.2%,-22.2%,0.4%,-3.8%,29.5%,
Nc1ccc(Nc2nc(-c3cc4ccccc4oc3=O)cs2)cc1,0.4%,13.8%,0.6%,9.8%,-2.5%,

# Source: PubChem
